# Screening data deposited in PubChem by PCMD.
# FXIa inh: inhibitors of human coagulation factor XIa. P03951. purified human FXIa, fluorogenic AMC substrate cleavage. inhibition, % at 10 µM. hit rate 0.3% among 33,000. AID 687;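 active = inhibition above 40% in the primary screen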;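 note: 0% = enzyme without compound and 100% = blank wells lacking enzyme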
# FXIIa inh: blocks human coagulation factor XIIa activity; P00748; purified human FXIIa, AMC substrate fluorescence, 2 h; inhibition, % at 10 µM; hit rate 0.2% among 33,000; AID 701; in the data active = inhibition above about 30%;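 note: 0% = enzyme with vehicle only and 100% = no enzyme blank; many of its hits are not listed in these tables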
# Target sequence (P00748 20-372 limits assumed): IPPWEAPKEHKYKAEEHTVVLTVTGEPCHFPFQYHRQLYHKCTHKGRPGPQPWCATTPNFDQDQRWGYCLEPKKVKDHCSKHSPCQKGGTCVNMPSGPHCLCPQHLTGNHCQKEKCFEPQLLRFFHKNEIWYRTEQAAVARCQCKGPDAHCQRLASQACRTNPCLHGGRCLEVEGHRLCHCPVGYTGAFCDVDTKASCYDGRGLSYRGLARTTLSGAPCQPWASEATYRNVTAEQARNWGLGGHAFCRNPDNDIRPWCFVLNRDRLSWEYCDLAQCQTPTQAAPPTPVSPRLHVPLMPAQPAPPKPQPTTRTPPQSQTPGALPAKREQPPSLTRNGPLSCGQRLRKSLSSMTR
# Target sequence (P00748 373-615 limits assumed): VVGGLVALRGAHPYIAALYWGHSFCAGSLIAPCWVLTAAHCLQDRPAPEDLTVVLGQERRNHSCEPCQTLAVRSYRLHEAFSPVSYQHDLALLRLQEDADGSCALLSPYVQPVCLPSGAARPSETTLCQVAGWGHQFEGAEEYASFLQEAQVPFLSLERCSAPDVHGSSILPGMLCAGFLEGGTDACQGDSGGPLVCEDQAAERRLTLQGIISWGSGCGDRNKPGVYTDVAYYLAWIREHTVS
# Numbers without * were called inactive. An excerpt; rates above refer to the full screens.
# Results follow in this order: FXIa inh, FXIIa inh
(1) COc1cc(-c2nc3cnccn3c2Nc2c(C)cccc2C)ccc1O
  -5, -17
(2) O=C(Nc1ccccc1N1CCCCC1)c1ccc(F)cc1
  7, 5
(3) Fc1cccc(-c2cc3nc4c(c(N5CCOCC5)n3n2)CCCC4)c1
  -3, 7
(4) Cc1ccsc1C(=O)OCc1nc2ccccc2c(=O)[nH]1
  -10, 9
(5) CC(=O)c1c(C)nc(-c2ccccc2)nc1NC(=O)C(C)C
  13, -17
(6) CCCn1c(Cc2ccccc2)n[nH]c1=S
  2, -8
(7) COc1ccc(S(=O)(=O)N2CCC(C(=O)NCCC3=CCCCC3)CC2)cc1C
  17, -12
(8) O=C(Nc1ccccc1)C1CCCCC1
  5, 3
(9) O=S(=O)(Nc1nc2ccccc2[nH]1)c1ccc2ccccc2c1
  26, -16
(10) CCOC(=O)c1c(NS(C)(=O)=O)sc2c1CCC(C)C2 (stereo unspecified)
  -5, 7
(11) CCn1nc(CC(=O)Nc2nnc(CC(=O)N3CCCC3)s2)c2ccccc2c1=O
  66*, -15
(12) COc1ccc(-n2c(SCC(=O)NCc3cccs3)nnc2-c2ccoc2C)cc1
  7, 5
(13) CC1CCCCC1NC(=O)CSc1nc2ccccc2c(=O)n1Cc1ccco1 (stereo unspecified)
  -1, 3
(14) COCc1nnc(NC(=O)CSCc2ccccc2)s1
  9, 2
(15) O=C(CN1CCOCC1)Nc1ccccc1
  15, 3
(16) COc1ccc(C(=O)NCCCCCC(=O)O)cc1OC
  5, 0
(17) O=S(NCc1ccco1)C12CC3CC(CC(C3)C1)C2 (stereo unspecified)
  -1, 6
(18) O=C(NCc1ccccc1)c1sc(=S)n2c1[nH]c(=O)c1ccccc12
  5, 4
(19) CCCNC(=O)c1ccccc1NC(=O)CSCc1ccc(OC)cc1
  0, 1
(20) Cc1ccc(C2C(C#N)=C(N)Oc3n[nH]c(-c4ccccc4)c32)o1 (stereo unspecified)
  1, -1
(21) Cc1ccccc1C(=O)NC(C)C(c1cccs1)N1CCOCC1 (stereo unspecified)
  9, 1
(22) Nc1nnc2c(n1)CCCC2
  2, 0
(23) CCN(CC)C(C(=O)Nc1ccc(C(C)C)cc1)c1ccc2c(c1)OCO2 (stereo unspecified)
  -5, -13
(24) O=C(Nc1nc(-c2cc3ccccc3oc2=O)cs1)c1ccc(Br)o1
  -14, -15
(25) COc1ccc(CSC2=NCCN2)cc1Cl
  5, 9
(26) CCCC(C)C(=O)Nc1ccncc1 (stereo unspecified)
  -3, 8
(27) O=C(CNC(=S)N(Cc1ccc(F)cc1)C1CCCCC1)NC1CC1
  -5, 4
(28) Cc1cc(C)cc(C(=O)N2CC(=O)Nc3ccccc32)c1
  5, 7
(29) CCc1cc2c(=O)[nH]c(N3CCOCC3)nc2s1
  -5, 2
(30) COc1ccc(NC(=O)NCc2ccccn2)cc1OC
  -1, -16
(31) COc1ccccc1N1CCN(C(=O)c2ccc(S(=O)(=O)N3CCCCC3)cc2)CC1
  3, 8
(32) CC(C(=O)Nc1sc2c(c1C(=O)NCc1ccco1)CCCC2)N1C(=O)c2ccccc2C1=O (stereo unspecified)
  21, -16
(33) COc1ccc(CN(Cc2cccnc2)S(=O)(=O)c2ccc(-n3cnnn3)c(C)c2)cc1OC
  -1, 8
(34) CCCCc1nc2sc3c(SCC(=O)NCc4ccco4)ncnc3c2c2c1CCC2
  3, 9
(35) Nc1ccc(C23CC4CC(CC(CO)(C4)C2)C3)cc1
  -7, -4
(36) Cc1ccc(O)c(NC(=O)C2CC(c3c(F)cccc3Cl)=NO2)c1 (stereo unspecified)
  4, 5
(37) CC(C)CCn1c(=O)c2ccccc2n2c(CN3C(=O)NC4(CCC(C)CC4)C3=O)nnc12 (stereo unspecified)
  9, 0
(38) Cc1csc2nc(CSc3nc4ccccc4o3)cn12
  0, 6
(39) CCNC(=O)Cn1cc(C#N)c2ccccc21
  -5, 5
(40) C=CCn1c(Cc2c[nH]c3ccccc23)nnc1SCC(=O)NCc1ccccc1
  5, 8
(41) CCSc1nc(N)c(C#N)c(-c2ccccc2Cl)c1C#N
  6, 5
(42) CCc1nnc(SCC(=O)NC2CCCC2)nc1CC
  4, 4
(43) Cc1ccc(OCc2nnc(NC(=O)OCC(C)C)s2)cc1
  1, -1
(44) N#Cc1nc(-c2cccc(Cl)c2)oc1NCc1cccnc1
  18, -20
(45) Brc1ccc(-c2noc(CCc3ccccc3)n2)cc1
  34, -15
(46) CC1Cc2ccccc2N1C(=O)c1cnsn1 (stereo unspecified)
  3, -12
(47) CCC(=O)Nc1cccc(-c2cnc3ccccc3n2)c1
  -2, 5
(48) Cc1cccc(C(CC(=O)O)n2cccc2)c1 (stereo unspecified)
  -4, 4
(49) COc1ccc(S(=O)(=O)N(C)CC(=O)Nc2ccccc2C(F)(F)F)cc1Cl
  -6, 5
(50) CCS(=O)(=O)N1CCN(C(=O)c2ccccc2)CC1
  -8, 1
(51) CCOC(=O)c1ccc(CSc2nnc(C)n2N)o1
  3, 9
(52) Cc1nc2c(cnn2-c2ccccc2Cl)c(=O)n1-c1ccc(C(C)C)cc1
  7, 8
(53) O=c1oc(-c2cccs2)nc2ccc(Br)cc12
  15, 7
(54) c1ccc(C2=Nc3ccccc3OC2)cc1
  -4, -2
(55) COCCCn1c2nc3ccccc3nc2c2c(=O)n(Cc3cccs3)cnc21
  -4, 8
(56) CCC1(C)Cc2c(C#N)c(N)n(N)c(=S)c2CO1 (stereo unspecified)
  35, -15
(57) CCCc1c(C)[nH]c2ccccc2c1=O
  -6, 7
(58) CCOC(=O)N1CCN(S(=O)(=O)c2ccc(OCC(=O)OC)c(Cl)c2)CC1
  -13, 3
(59) CC(C)COC(=O)NCCOC(=O)Nc1cccc(Cl)c1
  -3, 3
(60) COCCCNC(=O)CC(NS(=O)(=O)c1ccc(C)cc1)c1ccc(OC)cc1 (stereo unspecified)
  -6, 6

# An excerpt from above in order of molar mass, low to high.
# Results follow in this order: FXIa inh, FXIIa inh
(46) CC1Cc2ccccc2N1C(=O)c1cnsn1 (stereo unspecified)
  3, -12
(56) CCC1(C)Cc2c(C#N)c(N)n(N)c(=S)c2CO1 (stereo unspecified)
  35, -15
(58) CCOC(=O)N1CCN(S(=O)(=O)c2ccc(OCC(=O)OC)c(Cl)c2)CC1
  -13, 3

# Quoted from the listing:
# cpd 47 @ FXIa inh = -2
# cpd 46 @ FXIIa inh = -12
# cpd 48 @ FXIa inh = -4
# cpd 42 @ FXIa inh = 4
# cpd 60 @ FXIIa inh = 6
# cpd 59 @ FXIIa inh = 3
# cpd 57 @ FXIa inh = -6

# The listing continues.
# Results follow in this order: FXIa inh, FXIIa inh
(61) CCOC(=O)C(C)c1c(C)[nH]c(=S)[nH]c1=O (stereo unspecified)
  -6, 5
(62) COC(=O)CSc1nnc(-c2ccccn2)n1Cc1ccco1
  -2, -1
(63) Cc1ccc(-n2nc3c(c2NC(=O)c2ccc(Br)o2)CSC3)c(C)c1
  1, -9
(64) CCCn1c2ccccc2c2nc3ccccc3nc21
  -1, 3
(65) CC(C)(C)NC(=O)C(c1ccc(O)cc1)N(Cc1ccco1)C(=O)Cn1nnc(-c2cccs2)n1 (stereo unspecified)
  1, -15
(66) COC(=O)c1c(C(=O)OC)n(CCCN)c2ccc(C)cc12
  -2, -1
(67) [O-]/[N+](=C/c1ccc(F)cc1)c1ccc(Cl)cc1
  -1, 3
(68) CN1CCN(C(=O)c2ccc3c(=O)n(Cc4ccco4)c(=S)[nH]c3c2)CC1
  -4, 3
(69) C/C(=C\c1ccccc1)CN1CCN(c2ccccc2F)CC1
  2, -1
(70) CC(C)(C)Nc1nc2nonc2nc1NC(C)(C)C
  -5, 7
(71) Cc1nc2nc(CCc3ccccc3)nn2c(C)c1Cl
  2, 2
(72) CCC1CCc2c(sc(NC(=O)CSc3nc(-c4ccco4)cc(C(F)(F)F)n3)c2C#N)C1 (stereo unspecified)
  0, -2
(73) Cc1ccc(S(=O)(=O)N2CCC(C(N)=O)CC2)c(C)c1C
  -2, -1
(74) C=C(Cl)COc1ccc2c(CCC)cc(=O)oc2c1
  8, 11
(75) Cc1ccc(N2CC(C(=O)NCc3cccs3)CC2=O)cc1C (stereo unspecified)
  -1, 1
(76) O=C(Cn1nnc(-c2ccccc2)n1)NCc1ccco1
  -4, 6
(77) C=CCn1c(CNC(=O)c2ccco2)nnc1SCC(=O)Nc1cccc(Br)c1
  22, -10
(78) COc1ccc(-c2cc3nc(C)cc(N4CC(C)CC(C)C4)n3n2)cc1 (stereo unspecified)
  2, 3
(79) CC(c1ccco1)N(Cc1ccco1)C(=O)Nc1ccccc1 (stereo unspecified)
  3, 5
(80) C=Cc1cccc(NC(=O)COc2ccccc2)c1
  1, 3
(81) O=c1cc(NCCCO)c2ccccc2o1
  5, 2
(82) Cc1ccc(C(=O)C(NC(=O)c2ccco2)Nc2sc3c(c2C(N)=O)CCCC3)cc1 (stereo unspecified)
  0, 11
(83) Cn1c(=O)c2c(ncn2CC(O)CO)n(C)c1=O (stereo unspecified)
  7, 4
(84) O=C(c1ccc(Br)s1)N1CCN(c2ncccn2)CC1
  0, 7
(85) C=CCNC(=S)NNC(=O)c1ccc(OCC(C)C)cc1
  -2, 7
(86) COc1cc(NS(=O)(=O)c2ccccc2)ccc1-n1nc(C)cc1C
  4, 4
(87) CC1(C)SC2[C@H](NC(=O)C(NC(=O)N3CCNC3=O)c3ccccc3)C(=O)N2C1C(=O)O (stereo partly specified)
  3, 4
(88) CCCNC(=O)N1CCC(C(=O)c2ccc(Cl)cc2)CC1
  11, 8
(89) CC(=O)Nc1ccc(OCC(=O)c2cc(C)ccc2C)cc1
  -10, 5
(90) COc1ccc(C(=O)Nc2ccc(Cl)cc2C(=O)NCCO)cc1
  -2, 11
(91) CCn1c(SCC(=O)c2ccc(C)cc2)nnc1-c1ccncc1
  1, 8
(92) CCn1c(NC(=O)c2ccccc2)c(-c2cccs2)c(=O)c2ccccc21
  15, 8
(93) CC(C)(C)c1ccc(C2(C)NC(=O)N(CC(=O)Nc3ccc4c(c3)OCO4)C2=O)cc1 (stereo unspecified)
  12, 7
(94) O=C(Cc1cccs1)NCc1cccnc1
  5, 5
(95) CCCOc1ccc(N2C(=O)CC(N3CCN(S(=O)(=O)c4ccccc4)CC3)C2=O)cc1 (stereo unspecified)
  -2, 7
(96) NNC(=O)COc1ncn(-c2ccccc2)n1
  1, 5
(97) NC(=O)N1OCC2COc3ccc4ccccc4c3C21 (stereo unspecified)
  5, 2
(98) O=C(CN1CCCC1)N1c2ccccc2Sc2ccc(C(F)(F)F)cc21
  0, 0
(99) O=S(=O)(NCCSc1nc2ccccc2o1)c1ccccc1
  -3, 3
(100) O=C1C2C3C=CC(C3)C2C(=O)N1CCc1ccccc1 (stereo unspecified)
  -10, 6

# Compound profiles, from the list above.
# CC(C)(C)c1ccc(C2(C)NC(=O)N(CC(=O)Nc3ccc4c(c3)OCO4)C2=O)cc1 (stereo unspecified) is entered as FXIa inh: 12; FXIIa inh: 7
# NC(=O)N1OCC2COc3ccc4ccccc4c3C21 (stereo unspecified) is entered as FXIa inh: 5; FXIIa inh: 2
# O=C(c1ccc(Br)s1)N1CCN(c2ncccn2)CC1 is entered as FXIa inh: 0; FXIIa inh: 7

# Next part:
# Results follow in this order: FXIa inh, FXIIa inh
(101) CN(C)/C=N/C(=S)Nc1ccc(F)cc1
  -2, 6
(102) CCOC(=O)c1c(NC(=O)c2ccoc2C)sc(C(=O)N(C)C)c1C
  4, 1
(103) O=C(C#Cc1ccccc1)c1ccc([N+](=O)[O-])cc1
  -3, 7
(104) O=C1NC(=O)C(CC(=O)N(c2ccccc2)C2(C(=O)NC3CCCC3)CCCCC2)N1 (stereo unspecified)
  1, 2
(105) COc1ccc(-c2c(NC(=O)c3ccco3)n(C)c3ccccc3c2=O)cc1
  2, 7
(106) O=S(=O)(c1ccc2oc3ccc(S(=O)(=O)N4CCCCC4)cc3c2c1)N1CCCCC1
  10, 7
(107) CCCCn1c(=NC(=O)c2ccc3c(c2)OCO3)c(C#N)cc2c(=O)n3cccc(C)c3nc21
  3, 5
(108) C/C(=N\NS(=O)(=O)c1ccc(C)cc1)c1ccc(Br)s1
  -3, 12

# FXIa inh, entries above that show a hit
# Results follow in this order: FXIa inh, FXIIa inh
(11) CCn1nc(CC(=O)Nc2nnc(CC(=O)N3CCCC3)s2)c2ccccc2c1=O
  66*, -15
